From PubChem
GSK3 alpha inh: human GSK-3 alpha kinase inhibition; ADP-Glo luminescence, 60 min; inhibition, % at 10 µM; 320,000 compounds, 0.1% hits;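 in the data active = inhibition above about 50%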;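 also: GST-tagged GSK-3 alpha with peptide substrate and 25 µM ATP; 0% = DMSO neutral wells and 100% = GW8510 positive control wells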
RGS4 act: potentiators or activators of RGS4 | HEK293 M3R/inducible RGS4, carbachol calcium flux Fluo4; stronger effect = lower value | B-score at 10 µM | 310,000 compounds, 0.92% hits | AID 463111;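 active = B-score of the integrated calcium signal more than 4 SD below the library mean, with starting fluorescence not abnormally high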;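 also: negative B-score means reduced calcium response which marks RGS4 activation or potentiation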
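System – HEK293 FlpIn-TREx cells, stable M3R, doxycycline-inducible RGS4 · Reagent – ECmax carbachol challenge · Times – compound preincubation 20 min at room temperature before agonist · Technique – Fluo4 fluorescence kinetic imaging of calcium · Measure – B score of integrated Fluo4 ratio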
KCNQ1 inh: human KCNQ1 channel inhibition; AID 2642; 310,000 compounds, 1.3% hits; CHO-K1 KCNQ1, FluxOR thallium flux fluorescence; stronger effect = higher value; B-score at 10 µM;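 active = compounds whose thallium flux B-score, printed positive for inhibition, exceeds three library SD while starting fluorescence stays within three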;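 also: channel opened by potassium depolarization with thallium stimulus after 20 min compound exposure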
DYRK1A inh: Dyrk1A (rat) kinase inhibition; Q63470; ADP-Glo luminescence, NFATc1 peptide; inhibition, % at 12.5 µM; 310,000 compounds, 0.43% hits; AID 504441; in the data active = inhibition above about 50%;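 also: plate controls were vehicle with enzyme for no effect and no enzyme for full effect; many of its hits are not listed in these tables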
KCNK3 inh: human KCNK3 channel inhibition, primary screen. CHO-KCNK3 thallium flux, FluxOR fluorescence; stronger effect = lower value. B-score at 10 µM. O14649. AID 602410. 340,000 compounds, 0.84% hits;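 active = B-score under library mean minus 4 SD, starting fluorescence ratio at most library mean plus 5 SD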;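 also: more negative B-score means stronger inhibition of thallium flux through KCNK3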
PolyA inhibitor: inhibitors of polyadenylation in S. cerevisiae. S. cerevisiae SKY197-pL101 polyadenylation reporter, beta-gal luminescence; efflux-impaired pdr1/pdr3 knockout yeast; score 100 = 6 SD above DMSO. calls only at 12 µM. 300,000 compounds, 0.02% hits. AID 1875;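 active = lowest replicate activity score at least 50, where 100 means six control SD above control mean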;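 also: yeast exposed to compound for 9 h at 30 °C; higher score means more reporter readthrough which indicates perturbed polyadenylation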
GSK3B inh: human GSK3beta kinase inhibition; P49841; GST-GSK3beta kinase, ADP-Glo luminescence, 60 min; stronger effect = lower value; activity score (negative = inhibition), % at 10 µM; 300,000 compounds, 0.038% hits; AID 2097;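 active = more than half of replicate wells score below -50%, meaning over 50% inhibition versus plate controls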;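 also: 0% = median DMSO wells and -100% = median GW8510 positive control wells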
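Assay system: GST-fused GSK3beta enzyme, cell-free / Medium: Tris pH 7.5 buffer with MgCl2, DTT, BSA, heparin / Also added: peptide substrate plus 25 µM ATP (final) / Compound: 10 µM single point / Timing: kinase reaction with compound 60 min at room temperature / Detection: ADP-Glo luminescence / Benchmarks: DMSO neutral wells and GW8510 at 20 µM as positive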
RGS4 inh: inhibitors of human RGS4; P49798; HEK293 M3R/RGS4 inducible, Fluo-4 calcium flux; stronger effect = higher value; triggered by carbachol at its EC20; B-score at 10 µM; 310,000 compounds, 0.45% hits; AID 463165;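 active = B-score, a plate-corrected calcium signal, over three deviations above library mean, with baseline fluorescence within five deviations of library mean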;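 also: RGS4 expression induced by doxycycline in cells with stable M3 receptor; B-score is computed from the integrated fluorescence ratio over baseline after carbachol; higher B-score means a larger calcium signal and so more RGS4 inhibition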
KCNQ1 act: human KCNQ1 channel potentiation or activation | CHO-K1 KCNQ1, thallium flux FluxOR fluorescence; stronger effect = higher value | B-score at 10 µM | 310,000 compounds, 0.35% hits;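 active = fluorescence ratio B-score, a plate-corrected score, at least three library SD, with initial intensity B-score within 5 SD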
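Assay system: stable KCNQ1 CHO-K1 line; medium: assay buffer, equal DMSO in all wells; timing: 90 min dye loading and 20 min compound exposure, both at room temperature; technique: kinetic FluxOR thallium fluorescence, 10-s 1-Hz baseline, 110-s post-stimulus read; read-out basis: B score of baseline-normalized fluorescence ratio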
KCNK9 block: blocks the human KCNK9 two-pore domain potassium channel. Q9NPC2. HEK293 KCNK9, FluxOR thallium flux fluorescence; stronger effect = lower value. B-score at 10 µM. 310,000 compounds, 1.2% hits. AID 488922;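 active = ratio B-score over 3 SD below the library mean, with starting fluorescence within 5 SD of its mean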;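 also: negative B-score means less thallium flux so channel inhibition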
hERG rescue: hERG (human) protection from proarrhythmic block; 310,000 compounds, 0.51% hits; Q12809; activation (rescue from dofetilide block), less the hit threshold, % at 10 µM; CHO-hERG, FluxOR thallium flux, dofetilide IC70 present;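 active = activation above the mean of controls blocked by dofetilide plus 5 SD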;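 also: thallium influx through hERG after potassium depolarization seen as dye fluorescence rise; in these data hits start at about 4.7%; inactives centre near -7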
Target sequence (Q12809 whole entry, looked up): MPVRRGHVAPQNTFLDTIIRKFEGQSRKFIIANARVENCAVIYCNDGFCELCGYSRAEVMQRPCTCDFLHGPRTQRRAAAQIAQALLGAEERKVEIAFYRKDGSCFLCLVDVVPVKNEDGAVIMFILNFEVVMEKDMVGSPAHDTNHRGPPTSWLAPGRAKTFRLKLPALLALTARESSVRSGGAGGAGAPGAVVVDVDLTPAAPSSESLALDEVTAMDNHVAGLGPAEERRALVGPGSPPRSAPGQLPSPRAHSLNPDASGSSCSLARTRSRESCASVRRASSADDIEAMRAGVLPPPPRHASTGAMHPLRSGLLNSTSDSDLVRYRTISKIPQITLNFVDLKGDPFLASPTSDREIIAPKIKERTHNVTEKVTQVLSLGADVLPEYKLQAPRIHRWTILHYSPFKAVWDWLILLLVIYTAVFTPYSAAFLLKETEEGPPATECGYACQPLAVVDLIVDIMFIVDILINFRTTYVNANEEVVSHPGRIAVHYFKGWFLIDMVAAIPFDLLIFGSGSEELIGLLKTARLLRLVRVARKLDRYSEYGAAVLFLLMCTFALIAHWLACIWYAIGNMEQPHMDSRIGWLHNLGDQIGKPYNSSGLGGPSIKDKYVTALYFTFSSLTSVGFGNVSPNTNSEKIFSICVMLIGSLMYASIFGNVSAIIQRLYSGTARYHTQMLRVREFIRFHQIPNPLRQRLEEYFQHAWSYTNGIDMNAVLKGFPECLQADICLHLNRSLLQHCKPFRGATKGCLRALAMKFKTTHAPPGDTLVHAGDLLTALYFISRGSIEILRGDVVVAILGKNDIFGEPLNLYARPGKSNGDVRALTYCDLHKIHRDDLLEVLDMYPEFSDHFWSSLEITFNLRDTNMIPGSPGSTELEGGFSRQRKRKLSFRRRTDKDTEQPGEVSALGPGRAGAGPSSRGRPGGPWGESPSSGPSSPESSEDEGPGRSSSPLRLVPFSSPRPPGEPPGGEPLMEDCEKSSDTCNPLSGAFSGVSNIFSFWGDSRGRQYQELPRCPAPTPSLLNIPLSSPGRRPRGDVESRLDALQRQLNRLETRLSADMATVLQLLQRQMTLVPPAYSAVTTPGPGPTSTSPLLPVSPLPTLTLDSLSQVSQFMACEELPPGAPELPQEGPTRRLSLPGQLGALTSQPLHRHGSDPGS
Numbers without * were called inactive; i = inactive; x = not tested or not shown. Some of the compounds tested; count on the stated rates, not on these rows.

Every second line gives: RGS4 act, PolyA inhibitor, RGS4 inh, KCNQ1 act, KCNK9 block, KCNK3 inh, GSK3B inh, DYRK1A inh, hERG rescue, GSK3 alpha inh, KCNQ1 inh
COc1ccc(CNC(=O)C(=O)NCC2OCCN2S(=O)(=O)c2ccc(F)cc2)cc1 (configuration not stated)
 : i, i, i, i, i, i, 2, 2, -7, 0, i
COCCn1nnnc1C(c1cc2cc(OC)ccc2[nH]c1=O)N1CCC(Cc2ccccc2)CC1 (configuration not stated)
 : i, i, i, i, i, i, 1, -4, 0, -1, i
Cc1ccc(S(=O)(=O)N2CCSC2=Nc2ccccc2)cc1
 : i, i, i, i, i, x, 11, x, -12, -4, i
CC(Oc1ccccc1)C(=O)Nc1ccc(S(=O)(=O)Nc2nccs2)cc1 (configuration not stated)
 : i, i, i, i, i, i, 1, 6, -7, -3, i
CCN1CCCC1CNC(=O)C1c2ccccc2C(=O)N(CCOC)C1c1ccc(F)cc1 (configuration not stated)
 : i, x, i, i, i, i, 1, -3, -6, -1, i
CCN(Cc1ccc(O)cc1)CC1CCCN(CCc2cccc(F)c2)C1 (configuration not stated)
 : i, i, i, i, i, i, 0, x, -7, 0, i
CC(=O)c1ccc(S(=O)(=O)NC2CC(=O)N(c3ccc4c(c3)OCCO4)C2)cc1 (configuration not stated)
 : i, i, i, i, i, i, 4, 8, -19, -2, i
CCCn1c(SCC(=O)N2CCN(S(=O)(=O)c3ccc(Cl)cc3)CC2)n[nH]c1=O
 : i, i, i, i, i, i, x, 3, -6, 9, i
O=C(c1ccco1)N1CCN(c2ncnc3c2[nH]c2ccccc23)CC1
 : i, i, i, i, i, x, 1, x, -11, x, i
Cc1ccc(/C=C(\NC(=O)c2ccc(C)cc2)c2nc(=S)[nH][nH]2)cc1
 : i, i, 11*, i, i, i, 1, 5, -6, 0, i
Cc1cc(NC(=O)COc2ccc(C(C)(C)C)cc2)no1
 : i, i, i, i, i, i, 2, -8, -9, x, i
CN(CC(=O)Nc1ccc(S(=O)(=O)N2CCCC2)cc1)CC(=O)Nc1ccc(F)c(F)c1F
 : i, i, i, i, i, i, 0, x, -8, -3, i
O=C1CCCc2nc(N3CCN(C(c4ccccc4)c4ccccc4)CC3)ncc21
 : -7*, i, i, i, i, -8.8*, 4, 1, -10, -2, 8*
O=c1cc(N2CCCCC2)c(-c2ccccc2)nn1Cc1ccc(Cl)cc1Cl
 : -8.7*, i, i, i, -21*, i, 1, 2, -7, 6, 9*
O=C(COc1ncnc2ccccc12)NC1CCS(=O)(=O)C1 (configuration not stated)
 : i, i, i, i, i, i, 4, 1, -8, 1, i
Cc1cc(F)ccc1S(=O)(=O)N1CCCCC1CCNC(=O)C(=O)NCCN1CCOCC1 (configuration not stated)
 : i, i, i, i, i, i, 4, -1, -15, -1, i
N#C/C(=C\c1c(N2CCCCCC2)nc2ccccn2c1=O)C(N)=O
 : i, i, i, i, i, i, 1, 6, -1, 1, i
O=[N+]([O-])c1ccc(CN2CCN(c3ncccn3)CC2)cc1
 : i, i, i, i, i, i, x, -1, -2, 1, i
CCCN(CCC)CCNC(=O)CCC(=O)Nc1ccc2nc(N3CCN(C)CC3)cc(C)c2c1
 : i, i, i, i, i, i, 0, 5, -12, -3, i
Cc1ccc(NC(=O)CN2CCCC2)cc1
 : i, i, i, i, i, i, -1, 2, -3, -4, i
CCOc1ccc(OCCCC(=O)NCCOc2ccccc2OC)cc1
 : i, i, i, i, i, i, -2, 6, -7, -3, i
CCCCn1c(=O)c(C(C)=O)c(O)c2ccccc21
 : i, i, i, i, i, i, 0, -4, -12, -4, i
CCCCn1c(N)c(N(CCOC)C(=O)CCNC(=O)c2ccc(Cl)cc2)c(=O)[nH]c1=O
 : i, i, i, i, i, i, -1, -1, -14, 1, i
Cc1c(Cl)cccc1NC(=S)N1CCN(C(=O)c2ccco2)CC1
 : i, i, i, i, i, i, 1, 0, -8, -1, i
Cc1nc(NC(=O)CCN2C(=O)C3CC=CCC3C2=O)sc1C (configuration not stated)
 : i, i, i, i, i, i, 1, 5, -13, -2, i
COC(=O)Nc1cccn(Cc2c(Cl)cccc2Cl)c1=O
 : i, i, 8.4*, i, i, i, 2, 1, -12, -1, i
COc1ccc(Cl)cc1NC(=O)CN(C)C(=O)c1cc2c(s1)CCC(C)C2 (configuration not stated)
 : i, i, i, i, i, -8.8*, 0, 6, -11, 3, i
COc1ccc(N2CCN(C(=O)c3ccc(COc4ccc5c(C)cc(=O)oc5c4)cc3)CC2)cc1
 : i, i, i, i, i, i, 2, -2, -8, 6, i
Cc1ccc(OCC(=O)Nc2ccc3c(c2)OC(F)(F)O3)c([N+](=O)[O-])n1
 : i, i, i, i, i, i, 0, -5, -7, -2, i
CC1CCC(NC(=O)C2CCN(c3c4c(nc5ncnn35)CCC4)CC2)CC1 (configuration not stated)
 : i, i, i, i, i, i, 1, 0, -13, -4, i
O=C(Nc1sc2c(c1C(=O)c1ccccc1)CCCC2)c1cccnc1
 : i, i, i, i, i, i, 3, -5, -9, -1, i
O=C(Nc1ccccc1F)Nc1cc(Cl)ccc1-n1cncn1
 : i, i, i, i, i, i, 1, -6, -6, -1, i
COc1ccc(Cc2nc3ccc(C(=O)N4CCC[C@H]4CO)cc3o2)cc1
 : i, i, i, i, i, i, 1, x, 0, -3, i
COc1ccc(/C=N/N(Cc2ccccc2)c2ccccc2)cc1O
 : i, i, i, i, i, i, 2, -8, -19, 7, 6*
CSC1=NCCN1C(=O)Cc1cccs1
 : i, i, i, i, i, i, 5, 5, 3, -2, i
CC1CCC2(CC1)C(Nc1cccc(Cl)c1)=NC(=S)N2CC#N (configuration not stated)
 : i, i, i, i, i, i, 0, 2, -4, 6, i
Cc1ccc(C(=O)N/C(=C\c2cn(C)c3ccccc23)C(=O)NCCN2CCOCC2)cc1
 : i, i, i, i, i, i, 4, -3, -8, -4, i
Cc1cc(C)c(NC(=O)CN2CCN(c3ccccn3)CC2)c(C)c1
 : i, i, i, i, i, i, 0, 5, -5, -1, i
Cc1ccc(C(=O)NNC(=S)NC(=O)COc2ccccc2)cc1
 : i, i, i, i, i, i, -3, -1, -8, 0, i
CCCN(CC(=O)Nc1ccccc1C)C(=O)c1ccc(-c2ccc(C(C)=O)cc2)o1
 : i, i, i, i, i, i, 2, 9, -19, 0, i

Quoted at random: 4 records from the list.
Every second line gives: RGS4 act, PolyA inhibitor, RGS4 inh, KCNQ1 act, KCNK9 block, KCNK3 inh, GSK3B inh, DYRK1A inh, hERG rescue, GSK3 alpha inh, KCNQ1 inh
Cc1ccc(C(=O)NNC(=S)NC(=O)COc2ccccc2)cc1
 : i, i, i, i, i, i, -3, -1, -8, 0, i
CCCCn1c(N)c(N(CCOC)C(=O)CCNC(=O)c2ccc(Cl)cc2)c(=O)[nH]c1=O
 : i, i, i, i, i, i, -1, -1, -14, 1, i
O=[N+]([O-])c1ccc(CN2CCN(c3ncccn3)CC2)cc1
 : i, i, i, i, i, i, x, -1, -2, 1, i
COCCn1nnnc1C(c1cc2cc(OC)ccc2[nH]c1=O)N1CCC(Cc2ccccc2)CC1 (configuration not stated)
 : i, i, i, i, i, i, 1, -4, 0, -1, i

(listing goes on)
Every second line gives: RGS4 act, PolyA inhibitor, RGS4 inh, KCNQ1 act, KCNK9 block, KCNK3 inh, GSK3B inh, DYRK1A inh, hERG rescue, GSK3 alpha inh, KCNQ1 inh
CCOc1ccc(/C=N/NC(=O)C2CCCC2)c(OCC)c1
 : i, i, i, i, i, i, -2, -4, -7, -3, i
CCSc1nnc(NC(=O)c2cccnc2Cl)s1
 : i, i, i, i, i, i, 0, 0, -6, -11, i
O=C(N/N=C/c1cccnc1)c1[nH]ncc1Br
 : i, i, i, i, i, i, -3, 9, 1, x, i
COc1ccc(-c2c(C#N)c(N)nc3sc(C(=O)c4ccc(C)cc4)c(N)c23)cc1
 : i, i, i, i, i, i, 0, -1, -8, x, i
O=C(c1cc2ccccc2o1)c1nc2c(n1O)CCCCC2
 : i, i, i, i, i, i, -2, 0, -10, 3, i
Cc1nnc(SCCCN2C(=O)c3ccccc3C2=O)o1
 : i, i, i, i, i, i, 1, 1, -11, 0, i
CC(C)NC(=O)CSc1ncccc1-c1nc2ccccc2[nH]1
 : i, i, i, i, i, i, -2, -3, -6, 4, i
CCCc1c(C)[nH]c2ccc(C(=O)O)cc2c1=S
 : i, i, i, i, i, i, 0, -9, -14, x, i
CCOc1cccc(/C(O)=C2/C(=O)C(=O)N(Cc3cccnc3)C2c2ccco2)c1 (configuration not stated)
 : i, i, i, i, i, i, 17, -8, -16, -2, i
COc1ccc(C2=CC(c3ccc(OC)c(OC)c3)NC(=S)N2)cc1 (configuration not stated)
 : i, i, i, i, i, i, -4, 6, -4, 0, i
CCn1cc(C(=O)NCCCN(CC(C)C)CC(C)C)c(=O)c2cc(S(=O)(=O)N(C)C3CCCCC3)ccc21
 : i, i, i, i, i, i, 3, -4, -9, 0, i
COCCNC(=O)CN(Cc1cccs1)C(=O)CCC(=O)Nc1nccs1
 : i, i, i, i, i, i, 0, 1, -4, 7, i
O=C(CN1C(=O)CSc2ccccc21)Nc1ccc2c(c1)OCCO2
 : i, i, i, i, i, i, 1, 0, -5, 0, i
O=C(OCCOc1ccc(Br)cc1)c1cnccn1
 : i, i, i, i, i, i, 1, -2, -8, -5, i
CCc1ccc(NC(=S)NC(=O)CC(C)C)cc1
 : i, i, i, i, i, i, 3, -2, -5, -2, i
COC(=O)CC(NC(=O)Nc1ccccc1F)c1ccc2c(c1)OCO2 (configuration not stated)
 : i, i, i, i, i, i, -3, 3, -1, 0, i
COc1ccc(Cc2nnc(N)s2)cc1
 : i, i, i, i, i, i, 0, 1, 2, -2, i
CCOC(=O)C1CCN(C(=O)COC(=O)c2cc(-c3cccs3)nn2-c2ccccc2)CC1
 : i, i, i, i, i, i, 0, 12, -15, -2, i
Cn1ccnc1-c1nnn(-c2ccc(F)cc2)n1
 : i, i, i, i, i, i, -3, -8, -6, 3, i
O=C(N/N=C/c1ccc2nccnc2c1)c1ccc(Br)cc1
 : i, i, i, i, i, i, -2, x, -3, -1, i
